BAZ2B block = qHTS Assay for Inhibitors of BAZ2B. AlphaScreen BAZ2B-H3K14Ac peptide displacement. AID 504333, 2011. Potency, µM (top dose mostly 114 µM), without a hit: at the highest dose activity change, negative = inhibition, most hits filed as inhibitors. 4.4% of 360,000 active. Bromodomain adjacent to zinc finger domain protein 2B (Homo sapiens), Q9UIF8; also: % is scaled to controls: 0 for no effect and ±100 for the full control effect; nearly all actives have a fitted effect of over 60% in size
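AlphaScreen displacement of biotin-H3(5-23)K14Ac peptide (50 nM final) from BAZ2B (50 nM final) in PBS pH 7.4, 0.01% Tween-20; complex preformed 30 min RT, then compounds (top 110 uM) 30 min RT, beads 20 min dark.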
BLM inh = qHTS Assay for Inhibitors of Bloom's syndrome helicase (BLM). Potency, µM (doses to about 56.1 µM), without a hit: at the highest dose activity change, negative = inhibition, hits mostly inhibitors. 0.2% of 350,000 active. RecQ-like DNA helicase BLM (Homo sapiens), P54132. recombinant BLM DNA unwinding, fluorescence dequenching;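 also: plate controls were vehicle for no effect and no enzyme for full effect; nearly all actives have a fitted effect of over 35% in size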
JMJD2A Tudor inh = qHTS Assay for Inhibitors of JMJD2A-Tudor Domain | AlphaScreen JMJD2A-Tudor / H3K4me3 peptide binding | Potency, µM (top dose mostly 114 µM), without a hit: at the top dose activity change, negative = inhibition, most hits filed as inhibitors | Lysine-specific demethylase 4A (Homo sapiens), O75164 | 4.4% of 390,000 active; also: % is scaled to controls: 0 for no effect and ±100 for the full control effect; nearly all actives have a fitted effect of over 50% in size
HP1b binding inh = HTS for Inhibitors of HP1-beta Chromodomain Interactions with Methylated Histone Tails; AlphaScreen HP1-beta / biotin-H3K9me3 peptide binding; Potency, µM (titrated, usually from 114 µM), for inactives: at the top dose activity change, negative = inhibition, hits mostly inhibitors; 0.56% of 390,000 active; also: nearly all actives have a fitted effect of over 70% in size; inactives centre near 23
Target sequence (P83916 whole entry, looked up): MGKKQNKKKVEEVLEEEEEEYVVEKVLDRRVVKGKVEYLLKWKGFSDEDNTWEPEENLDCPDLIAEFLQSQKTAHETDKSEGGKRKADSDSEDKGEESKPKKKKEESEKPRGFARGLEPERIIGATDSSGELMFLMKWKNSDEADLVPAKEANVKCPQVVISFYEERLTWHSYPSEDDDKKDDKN
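HP1-beta protein (50 nM final) preincubated 30 min at room temperature with biotinylated H3(1-18)K9me3 peptide (50 nM) in PBS pH 7.4, 0.01% Tween-20, then compound added for 30 min. AlphaScreen streptavidin donor/nickel chelate acceptor beads (10 ug/mL final), 30 min dark, luminescence read.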
Tb PGK inh = qHTS Assay to Find Inhibitors of Phosphoglycerate Kinase; PGK/GAPDH coupled, Kinase-Glo luminescence, 60 min; Phosphoglycerate kinase, glycosomal (Trypanosoma brucei brucei), P07378; 0.043% of 380,000 active; AID 602233, 2012; Potency, µM (doses to about 57.5 µM), without a hit: top-dose activity change, negative = inhibition, actives largely listed as inhibitors; also: % is scaled to controls: 0 for no effect and ±100 for the full control effect; nearly all actives have a fitted effect of over 60% in size
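Recombinant glycosomal PGK reaction used 1,3-bisphosphoglycerate generated in-well by GAPDH (100nM final) in 100mM TEA pH 7.6, 5mM MgCl2, 0.01% Tween-20. After 60 minutes at room temperature, ATP was read by Kinase-Glo Plus luminescence end-point.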
Pin1 inh = qHTS Assay to Find Inhibitors of Pin1. 0.009% of 390,000 active. Peptidyl-prolyl cis-trans isomerase NIMA-interacting 1 (Homo sapiens), Q13526. Pin1 FP peptide displacement, HiFluor488, 10 min. Potency, µM (series often up to 115 µM), for the others: at the highest dose activity, negative = inhibition, actives largely listed as inhibitors. AID 504891, 2011; active = well fitted inhibition curve with a large enough effect in the polarisation, with a control signal flat, not every such curve was filed as active; inconclusive = small, poorly fitted or top-dose-only effect, or effect the other way, or a change in a side signal; inactive = no such curve, though single readings can be large or run the other way; the % refers to the polarisation; also: % is scaled to controls: 0 for no effect and ±100 for the full control effect
Target sequence (Q13526 whole entry, looked up): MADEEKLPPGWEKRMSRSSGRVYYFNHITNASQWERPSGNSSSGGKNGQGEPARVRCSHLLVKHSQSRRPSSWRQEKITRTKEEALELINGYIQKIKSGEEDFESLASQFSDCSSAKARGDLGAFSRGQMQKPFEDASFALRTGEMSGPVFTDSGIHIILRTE
GLS inh = qHTS for Inhibitors of Glutaminase (GLS). Glutaminase kidney isoform, mitochondrial (Homo sapiens), O94925. GLS enzymatic activity, qHTS titration. Potency, µM (highest dose often 45.5 µM), without a hit: top-dose activity change, negative = inhibition, actives largely listed as inhibitors. 0.21% of 410,000 active; also: % is scaled to controls: 0 for no effect and ±100 for the full control effect
Target sequence (O94925 whole entry, looked up, canonical isoform): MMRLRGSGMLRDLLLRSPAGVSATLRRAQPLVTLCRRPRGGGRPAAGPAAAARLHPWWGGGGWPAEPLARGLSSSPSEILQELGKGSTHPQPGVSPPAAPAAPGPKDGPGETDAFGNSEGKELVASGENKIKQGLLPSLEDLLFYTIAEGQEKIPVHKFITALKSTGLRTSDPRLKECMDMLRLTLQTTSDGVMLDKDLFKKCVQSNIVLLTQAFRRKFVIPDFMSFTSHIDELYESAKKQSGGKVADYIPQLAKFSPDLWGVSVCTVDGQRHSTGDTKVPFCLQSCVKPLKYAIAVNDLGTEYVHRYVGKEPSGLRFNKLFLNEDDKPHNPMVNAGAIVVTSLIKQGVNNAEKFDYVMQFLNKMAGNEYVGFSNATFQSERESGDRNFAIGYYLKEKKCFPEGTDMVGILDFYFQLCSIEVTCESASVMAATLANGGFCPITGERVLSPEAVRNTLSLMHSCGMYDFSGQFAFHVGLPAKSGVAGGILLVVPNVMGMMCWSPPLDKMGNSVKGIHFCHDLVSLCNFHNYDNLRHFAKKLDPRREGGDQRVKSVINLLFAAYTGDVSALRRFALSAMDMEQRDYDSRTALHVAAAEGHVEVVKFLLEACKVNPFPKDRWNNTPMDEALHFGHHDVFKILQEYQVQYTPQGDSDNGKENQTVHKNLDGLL
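Glutamate formation by hKGA was monitored fluorometrically using coupled glutamate oxidase, HRP and Amplex Red. Substrate was added as 1 mM L-glutamine solution; incubation was 30 min at RT after an initial read.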
G9a inh = qHTS Assay for Inhibitors of Histone Lysine Methyltransferase G9a; Histone-lysine N-methyltransferase EHMT2 (Homo sapiens), Q96KQ7; G9a H3K9 monomethylation, AlphaScreen, 2 h; Potency, µM (highest dose often 102 µM), inactives show at the highest dose activity, negative = inhibition, actives largely listed as inhibitors; 8.8% of 350,000 active; AID 504332, 2011; also: % is scaled to controls: 0 for no effect and ±100 for the full control effect; nearly all actives have a fitted effect of over 75% in size
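Quantitative HTS format: methyltransferase activity on a biotin-tagged H3K9 peptide is measured by AlphaScreen, using a rabbit anti-monomethyl-H3K9 antibody with streptavidin donor and anti-IgG acceptor beads. Final levels are 20 nM enzyme, 500 nM peptide, 20 uM SAM; 2 h RT.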
POLI inh = qHTS for Inhibitors of Polymerase Iota | Potency, µM (top dose mostly 115 µM), inactives show at the highest dose activity, negative = inhibition, most hits filed as inhibitors | Pol iota fluorescent replication assay, 10 min | 1% of 390,000 active | DNA polymerase iota (Homo sapiens), Q9UNA4
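Fluorescent replication assay read twice, at 0 min and 10 min after adding 50 nM (final) substrate. Enzyme (10 nM) and compounds were first incubated 15 min at room temperature; enzyme-free buffer wells were negative controls.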
* hit, by the source's call; [ ] = another dose, or the depositor's remark. Unless noted, calls follow the shape of the dose curve; as a rule, active = well fitted curve in the direction sought with a large enough effect; inconclusive = small, poorly fitted or top-dose-only effect, or another doubt; inactive = no such curve, though single readings can be large; an effect the other way counts as inactive or inconclusive. Potency is read from the fitted curve at half-maximal effect. Only part of the results is shown; count on the stated rates, not on these rows.

Results for CCOc1ccc(N(Cc2ccccc2)C(=O)c2nc(SC)ncc2Cl)cc1 ?
BAZ2B block: 7%; BLM inh: -10%; JMJD2A Tudor inh: -1%; HP1b binding inh: 38%[activator]; Tb PGK inh: 13%; Pin1 inh: 6%; GLS inh: -1%; G9a inh: 2%[59 µM]; POLI inh: 8%

How did Cc1nnc(SCC(=O)Nc2nonc2C)s1 do in these assays?
BAZ2B block: 0%; BLM inh: -2%; JMJD2A Tudor inh: 1%; HP1b binding inh: 1%; Tb PGK inh: 2%; Pin1 inh: -3%; GLS inh: 7%; G9a inh: 6%; POLI inh: 6%

What do the screens show for `COCCNC(=O)c1ccc2nc(Cc3ccc(OC)c(OC)c3)oc2c1`?
BAZ2B block: 5%; BLM inh: 0%; JMJD2A Tudor inh: -19%; HP1b binding inh: 28%; Tb PGK inh: -9%; Pin1 inh: -7%; GLS inh: 1%; G9a inh: 42%; POLI inh: 27%

Results for COc1ccccc1OCC(=O)N1CCN(C(=O)c2ccco2)CC1 ?
BAZ2B block: -2%; BLM inh: -4%; JMJD2A Tudor inh: -16%; HP1b binding inh: 14%; Tb PGK inh: -3%; Pin1 inh: -1%; GLS inh: 3%; G9a inh: 0%; POLI inh: 9%

Results for CSc1ncc(Cl)c(C(=O)Nc2c(C(=O)c3ccc(C)cc3)oc3ccccc23)n1 ?
BAZ2B block: -8%; BLM inh: 5%; JMJD2A Tudor inh: -13%; HP1b binding inh: 13%; Tb PGK inh: 7%; Pin1 inh: -10%; GLS inh: 8%; G9a inh: -9%[59 µM]; POLI inh: 16%

How did COC(=O)C(C)NC(=O)CNS(=O)(=O)c1ccc(F)cc1 (configuration not stated) do in these assays?
BAZ2B block: -20%; BLM inh: -7%; JMJD2A Tudor inh: -2%; HP1b binding inh: 25%; Tb PGK inh: 2%; Pin1 inh: 9%; GLS inh: 2%; G9a inh: -2%; POLI inh: -20%

How did Nc1ccc(-c2nnnn2-c2ccc(N)cc2)cc1 do in these assays?
BAZ2B block: -3%; BLM inh: -4%; JMJD2A Tudor inh: -16%; HP1b binding inh: 26%; Tb PGK inh: 0%; Pin1 inh: -5%; GLS inh: -2%; G9a inh: 14%; POLI inh: 66%[activator]

Results for O=C(CSc1ccc(Cl)cc1)NC(=O)NC1CCCC1 ?
BAZ2B block: 20%; JMJD2A Tudor inh: 13%; HP1b binding inh: 49%[activator]; Tb PGK inh: 0%; Pin1 inh: 8%; GLS inh: 2%; G9a inh: 8%; POLI inh: 20%

How did O=C(CSc1nccc(-c2cccs2)n1)Nc1ccc(F)c(Cl)c1 do in these assays?
BAZ2B block: 7%; BLM inh: -10%; JMJD2A Tudor inh: -10%; HP1b binding inh: 49%[activator]; Tb PGK inh: -4%; Pin1 inh: -3%; GLS inh: -1%; POLI inh: 21%

What do the screens show for `CCc1ccccc1NC(=O)CC1NCCNC1=O` (configuration not stated)?
BAZ2B block: 4%; BLM inh: -6%; JMJD2A Tudor inh: -9%; HP1b binding inh: 44%[activator]; Tb PGK inh: 9%; Pin1 inh: 64%[activator]; GLS inh: -3%; G9a inh: 9%[59 µM]; POLI inh: -9%

Results for CC(Sc1nc2ccccc2[nH]1)C(=O)O (configuration not stated) ?
BAZ2B block: 3%; BLM inh: 11%; JMJD2A Tudor inh: -28%; HP1b binding inh: 9%; Tb PGK inh: -3%; Pin1 inh: inconclusive; GLS inh: 11%; G9a inh: 1%[12.7 µM]; POLI inh: 19%

Results for COC(=O)c1ccc(NS(=O)(=O)c2ccc3c(c2)n(C)c(=O)n3C)cc1 ?
BAZ2B block: inconclusive; BLM inh: 1%; JMJD2A Tudor inh: -24%; HP1b binding inh: 7%; Tb PGK inh: 1%; Pin1 inh: -2%; GLS inh: 48%[activator]; G9a inh: 1%; POLI inh: 138%[activator]

Results for CC(NC(=O)Cn1nc(C(=O)O)c2ccccc2c1=O)c1ccccc1 (configuration not stated) ?
BAZ2B block: -5%; BLM inh: 3%; JMJD2A Tudor inh: 12%[11.4 µM]; HP1b binding inh: -10%; Tb PGK inh: -2%; Pin1 inh: 2%; GLS inh: 1%; G9a inh: inconclusive; POLI inh: 11%

How did Oc1c(CN2CCCCC2)cc(Br)c2cccnc12 do in these assays?
BAZ2B block: 28µM*; BLM inh: -7%; JMJD2A Tudor inh: 22µM*; HP1b binding inh: 26%; Tb PGK inh: -8%; Pin1 inh: inconclusive; GLS inh: -4%; G9a inh: inconclusive; POLI inh: 116%[activator]

Results for C[C@@H]1CN([C@@H](C)CO)C(=O)Cc2cc(NS(=O)(=O)c3ccccc3)ccc2O[C@H]1CN(C)Cc1ccncc1 ?
JMJD2A Tudor inh: -13%; HP1b binding inh: 45%[activator]; Tb PGK inh: -6%; Pin1 inh: -3%; GLS inh: 10%; POLI inh: 7%

What do the screens show for `CCC1Oc2ccc(C)cc2N(CC(=O)NCCc2ccc(OC)c(OC)c2)C1=O` (configuration not stated)?
JMJD2A Tudor inh: -11%; HP1b binding inh: 33%; Tb PGK inh: 12%; Pin1 inh: 4%; GLS inh: -7%; POLI inh: 6%

What do the screens show for `O=C(Nc1cccc([N+](=O)[O-])c1)c1ccc2snnc2c1`?
BAZ2B block: -1%; BLM inh: -1%; JMJD2A Tudor inh: -17%; HP1b binding inh: 30%; Tb PGK inh: -3%; Pin1 inh: -16%; GLS inh: 0%; POLI inh: -4%

What do the screens show for `COc1ccc(C2c3c(n(C)c4ccccc34)C(=O)N2CC(=O)Nc2ccc(C)c(Cl)c2)cc1` (configuration not stated)?
BAZ2B block: 0%; BLM inh: -7%; JMJD2A Tudor inh: -36%; HP1b binding inh: 14%; Tb PGK inh: inactive; Pin1 inh: 16%; GLS inh: 4%; G9a inh: 12%[59 µM]; POLI inh: 10%

Results for O=C(O)c1ccccc1NS(=O)(=O)c1ccc(NN=Cc2ccccc2F)c([N+](=O)[O-])c1 ?
JMJD2A Tudor inh: 20µM*; HP1b binding inh: 50µM*; Tb PGK inh: inconclusive; GLS inh: 12%; POLI inh: 56µM*

How did CS(=O)(=O)Nc1ccc(-c2cn3c(n2)SCC3)cc1 do in these assays?
BAZ2B block: -16%; BLM inh: -5%; JMJD2A Tudor inh: -7%; HP1b binding inh: 22%; Tb PGK inh: -8%; Pin1 inh: 4%; GLS inh: -3%; G9a inh: -42%; POLI inh: inconclusive

What do the screens show for `CCn1c(CC(=O)Nc2ccc(Cl)c(Cl)c2)nnc1SCc1ccc(C)cc1`?
BAZ2B block: 45%[activator]; BLM inh: 2%; JMJD2A Tudor inh: -10%[57.1 µM]; HP1b binding inh: 43%[activator]; Tb PGK inh: -1%; Pin1 inh: -13%; GLS inh: -2%; G9a inh: 17%[59 µM]; POLI inh: 10%

Results for CCOc1ccc(NC(=O)CC2C(=O)N(c3cccc(C)c3)C(=O)N2Cc2cccs2)cc1 (configuration not stated) ?
BAZ2B block: -5%; BLM inh: -5%; JMJD2A Tudor inh: -12%; HP1b binding inh: 32%; Tb PGK inh: 2%; Pin1 inh: 5%; GLS inh: 1%; G9a inh: inconclusive; POLI inh: 7%

What do the screens show for `COc1cccc(Nc2nc(-c3ccccc3)c3cc(C)ccc3n2)c1`?
BAZ2B block: 42%[activator]; BLM inh: -7%; JMJD2A Tudor inh: 59%[activator]; HP1b binding inh: 118%[activator]; Tb PGK inh: -9%; Pin1 inh: 21%; GLS inh: 4%; G9a inh: 76%[activator][59 µM]; POLI inh: -1%

How did CCOC(=O)c1cnc(-n2nc(C)cc2C)nc1Oc1ccc(C(=O)OC)cc1 do in these assays?
BAZ2B block: -16%; BLM inh: 1%; JMJD2A Tudor inh: -12%; HP1b binding inh: 43%[activator]; Tb PGK inh: -3%; Pin1 inh: 9%; GLS inh: 0%; G9a inh: inconclusive; POLI inh: -4%

Results for Cc1c(Br)cnn1C(C)C(=O)N1CCN(c2ccc(F)cc2)CC1 (configuration not stated) ?
BAZ2B block: 2%; JMJD2A Tudor inh: -13%; HP1b binding inh: 19%; Tb PGK inh: -1%; Pin1 inh: -9%; GLS inh: 20%; G9a inh: inconclusive; POLI inh: 10%

3 successive entries from above, for reference:
What do the screens show for `CCC1Oc2ccc(C)cc2N(CC(=O)NCCc2ccc(OC)c(OC)c2)C1=O` (configuration not stated)?
JMJD2A Tudor inh: -11%; HP1b binding inh: 33%; Tb PGK inh: 12%; Pin1 inh: 4%; GLS inh: -7%; POLI inh: 6%

What do the screens show for `O=C(Nc1cccc([N+](=O)[O-])c1)c1ccc2snnc2c1`?
BAZ2B block: -1%; BLM inh: -1%; JMJD2A Tudor inh: -17%; HP1b binding inh: 30%; Tb PGK inh: -3%; Pin1 inh: -16%; GLS inh: 0%; POLI inh: -4%

What do the screens show for `COc1ccc(C2c3c(n(C)c4ccccc34)C(=O)N2CC(=O)Nc2ccc(C)c(Cl)c2)cc1` (configuration not stated)?
BAZ2B block: 0%; BLM inh: -7%; JMJD2A Tudor inh: -36%; HP1b binding inh: 14%; Tb PGK inh: inactive; Pin1 inh: 16%; GLS inh: 4%; G9a inh: 12%[59 µM]; POLI inh: 10%
